NCI-60 one-dose screen, 48 h, at 10 µM unless noted. Numbers give growth in % (100 = growth as untreated, 0 = no growth, -100 = all killed).
SNB-75: SNB-75 CNS cancer. AID 1794750. 5% of 79,000 active
HT29: HT29 colon cancer; AID 1794748; 7.4% of 81,000 active
HCC-2998: HCC-2998 colon cancer; 4.7% of 79,000 active
KM12: KM12 colon cancer cells; 5% of 82,000 active
SW-620: SW-620 colon cancer; 5.2% of 82,000 active; AID 1794795
SNB-19: SNB-19 CNS cancer cells; 2.5% of 81,000 active
HCT-116: HCT-116 colon cancer; 7.3% of 82,000 active; AID 1794798
HCT-15: HCT-15 colon cancer. 5.2% of 82,000 active. AID 1794746
COLO 205: COLO 205 colon cancer | AID 1794742 | 7.3% of 79,000 active
Active calls of the source: *; x = not tested or not shown; & = joins results of further samples; [ ] = another dose, or the depositor's remark. The calls were made as follows: active = growth percent below 10; inactive = the rest.

molecule | SNB-75 | HT29 | HCC-2998 | KM12 | SW-620 | SNB-19 | HCT-116 | HCT-15 | COLO 205
CC1=Nc2cnc(Nc3ccc(N4CCNCC4)cc3)nc2Nc2ccccc21 | 88 | 104 | 110 | 96 | 97 | 89 | 98 | 97 | 108
C=CCc1cc(OC)cc(CC=C)c1O | 91 | 104 | 112 | 107 | 107 | 103 | 91 | 102 | 128
CCOC(=O)C1=C2C(=O)[C@@]3(C)C=C(C)C[C@H]3C[C@H](C)[C@H]2CC[C@@H]1C | 81 | 99 | 109 | 102 | 106 | 98 | 93 | 99 | 101
COc1cc(Nc2nc(NCCN)nc3cc[nH]c(=O)c23)cc(OC)c1 | 90 | 74 | 79 | 76 | 64 | 102 | 47 | 102 | 55
CCCCCCCCCCCCCCCCCCOc1cccc(CC(=O)OCC[N+]2(C)CCOCC2)c1 | 108 | 98 | 93 | 98 | 97 | 80 | 91 | 93 | 111
O=C1CNC(=O)c2cc(Cl)ccc2N1 | 93 | 102 | 102 | 103 | 109 | 100 | 101 | 100 | 113
C#CC1(NC(=S)Nc2ccc(C)cc2)CCCCC1 | 100 | 98 | x | 111 | 108 | 97 | 94 | 107 | 103
COc1ccc(-c2cc(Cl)cc3c(=O)nc(N4CCOCC4)oc23)cc1 | 84 | 101 | 108 | 103 | 104 | 104 | 102 | 99 | 108
O=C(NCCc1c[nH]c2ccccc12)C1Cc2ccccc2CN1C(=O)c1ccco1 (centres undefined) | 106 | 114 | 164 | 105 | 103 | 112 | 102 | 111 | 134
CCCCCCCCCCc1ccc(C(=O)N[C@@H](CO)C(=O)N[C@H](C(=O)N[C@@H](C)C(=O)N[C@H](C(N)=O)[C@@H](C)CC)[C@@H](C)OP(=O)(O)O)cc1 | 103[50 µM] | 102[50 µM] | 120[50 µM] | 104[50 µM] | 105[50 µM] | 93[50 µM] | 103[50 µM] | 101[50 µM] | 119[50 µM]
CN1C(=O)C(=Cc2coc3ccc(Br)cc3c2=O)C(=O)N(C)C1=O | 105 | 108 | 98 | 114 | x | 105 | 95 | 105 | 106
Cn1cc(-c2cc3nc(-c4c[nH]c5ccc(Cl)cc45)cc(N)n3n2)c2ccccc21 | -67* | -81* | -78* | -70* | -39* | -72* | -88* | -86* | -87*
O=C(NO)c1cc(O)c(O)c(O)c1 | x | x | 112 | 99 | 98 | 93 | 110 | 115 | 109
COc1cc2oc(-c3cccc(NC(=O)[C@H](C)NC(=O)[C@H](C)N)c3)cc(=O)c2c(OC)c1OC | 113 | 97 | 112 | 103 | 116 | 95 | 104 | 101 | 121
O=c1oc(NC2CCCCC2)c(N(Cc2ccccc2)Cc2ccccc2)c2ccccc12 | 96 | 84 | 83 | 87 | 88 | 91 | 68 | 91 | 115
COc1cc(-c2ccc[nH]2)[nH]c1/C=C1\N=C(C)C(C(=O)CCCC(=O)Nc2ccc(-c3c4nc(c(-c5ccccc5)c5ccc([nH]5)c(-c5ccccc5)c5nc(c(-c6ccccc6)c6ccc3[nH]6)C=C5)C=C4)cc2)=C1C | 98 | 105 | 103 | 107 | 103 | 94 | 104 | 98 | 115
CC(=O)Oc1cc([N+](=O)[O-])c(O)c([N+](=O)[O-])c1 | 108 | 106 | 103 | 110 | 105 | 100 | 97 | 103 | 111
NC(=O)c1ncc(Cl)cc1Cl | 94 | 110 | 106 | 102 | 106 | 104 | 115 | 110 | 104
CCNCCNc1cc(-c2ccc(F)cc2)c(C#N)c2nc3ccccc3n12 | 48 | 17 | 54 | 66 | 11 | 79 | 25 | 24 | x
CCCCOCCOC(=O)c1ccccc1C | 91 | 102 | 108 | 108 | 108 | 112 | 108 | 94 | 117
CC(=O)Nc1c(Br)cc2c(c1Br)Cc1cc([N+](=O)[O-])ccc1-2 | 40 | 98 | 104 | 84 | 74 | 92 | 93 | 84 | 73
O=C(NN1C(=O)/C(=C/C=C/c2ccc([N+](=O)[O-])o2)SC1=S)c1cccc(O)c1 | -71* | -67* | -95* | -93* | -71* | -97* | -77* | -65* | -80*
COC(=O)C(CCC#N)(CCC#N)C(C)=O | 101&100 | 99&113 | 111&99 | 108&105 | 108&118 | 108&116 | 102&108 | 110&116 | 113&104
O=S(=O)(c1ccccc1)N1CCN(c2nccc(-c3c(-c4cccc(F)c4)nc4sccn34)n2)CC1 | 50 | 57 | 99 | 91 | 85 | 87 | 69 | 70 | 84
O=C(N/N=C\c1ccc(F)cc1)C1CC1 | 92 | 106 | 106 | 106 | 117 | 106 | 109 | 120 | 110
CN(C)c1ccc(/C=N\NC(=O)c2ccc3nc(-c4ccc([N+](=O)[O-])cc4)[nH]c3c2)cc1 | 106 | 90 | 111 | 95 | 109 | 110 | 97 | 100 | 97
CC1(C)C2CCC13CC(=O)OC3C2 (centres undefined) | x | 113 | 104 | 104 | 108 | 109 | 112 | 96 | 115
COc1ccc(-c2nc(/C=C3/C(=O)Nc4ccc(F)cc43)c3ccccn23)cc1 | x | 103 | 104 | 102 | 88 | 101 | 62 | 107 | 97
COc1cc(CNC(=O)/C=C/c2ccccc2)ccc1OCc1cn(-c2ccc(F)cc2)nn1 | 74 | 100 | 90 | 100 | 97 | 67 | 91 | 93 | x
CCn1cc(C(=O)O)c(=O)c2cc(F)c(N3CCN(C(=O)CSc4nc(-c5ccc(OC)cc5)c(C#N)c(=O)[nH]4)CC3)cc21 | 94 | 92 | 103 | 98 | 101 | 95 | 90 | 107 | 105
CN(C)CCOc1ccc(I)cc1Cc1ccccc1 | 57 | 78 | 70 | 89 | 97 | 95 | 86 | 77 | 93
CON1CCC(c2cn(S(=O)(=O)N(C)C)cn2)c2[nH]ccc2C1=O (centres undefined) | 94 | 103 | 111 | 103 | 100 | 96 | 100 | 102 | 108
Cc1cccc(NC(=O)c2ccccc2)c1 | 93 | 110 | 104 | 92 | 99 | 93 | 105 | 103 | 122
CC1C/C=C/C=C/C=C/C=C/C(O[C@@H]2O[C@H](C)[C@@H](O)[C@H](N)[C@@H]2O)CC2OC(O)(CC(O)CC3OC3/C=C/C(=O)O1)CC(O)C2C(=O)O (some centres undefined) | 101 | 102 | 105 | 108 | 110 | 94 | 96 | 109 | 103
COc1ccc(N2C(N)=NC(N)=NC2(C)C)cc1 | 90 | 48 | 93 | 71 | 36 | 78 | 37 | 104 | 52
COc1ccc(-c2cc(-c3cccnc3)[nH]c(=O)c2C#N)cc1 | 77 | 98 | 102 | 100 | 100 | 96 | 102 | 102 | 108
CCCCC(CC)C(=O)Oc1c(Cl)cc(Cl)cc1[N+](=O)[O-] (centres undefined) | 94 | 113 | 113 | 106 | 107 | 106 | 100 | 99 | 111
CCCCc1n(Cc2ccc3ccccc3n2)cc[n+]1Cc1ccc2ccccc2n1 | 18 | 5.9* | 19 | 5.8* | 22 | 10 | 9.9* | 88 | -34*
O=C(O)c1cn(C2CC2)c2cc(N3CCN(C(=O)CCCN4C(=O)S/C(=C/c5cccc6ccccc56)C4=O)CC3)c(F)cc2c1=O | 72 | 97 | 103 | 95 | 99 | 80 | 89 | 94 | 102
O=C(C[n+]1cccc(Br)c1)c1ccccc1 | 102 | 94 | 100 | 104 | 100 | 100 | 97 | 103 | 103

Entries of single compounds, looked up by structure.
O=C(NN1C(=O)/C(=C/C=C/c2ccc([N+](=O)[O-])o2)SC1=S)c1cccc(O)c1 is listed as SNB-75: -71*; HT29: -67*; HCC-2998: -95*; KM12: -93*; SW-620: -71*; SNB-19: -97*; HCT-116: -77*; HCT-15: -65*; COLO 205: -80*
O=C(C[n+]1cccc(Br)c1)c1ccccc1 is listed as SNB-75: 102; HT29: 94; HCC-2998: 100; KM12: 104; SW-620: 100; SNB-19: 100; HCT-116: 97; HCT-15: 103; COLO 205: 103

Next part
molecule | SNB-75 | HT29 | HCC-2998 | KM12 | SW-620 | SNB-19 | HCT-116 | HCT-15 | COLO 205
Cc1c(C(=O)Nc2ccc3ccccc3n2)cnn1-c1ccccc1Br | 84 | 67 | 84 | 65 | 74 | 76 | 31 | 35 | 60
CCOC(=O)c1ccc(O)cc1 | 93&83 | 96&98 | 95&107 | 107&102 | 110&102 | 106&96 | 86&107 | 106&110 | 107&126
CCOC(=O)c1sc(NCC(=O)Nc2ccc(Cl)cc2[N+](=O)[O-])c(C(=O)OCC)c1C | 95 | 99 | x | 104 | 103 | 95 | 98 | 96 | 103
CC(=O)c1c(C)nc(SCC(=O)Nc2ccc(Br)cc2)n1-c1ccc(Cl)cc1 | 88 | 70 | 93 | 90 | 89 | 91 | 56 | 70 | 95
Fc1ccc2[nH]cc(-c3nn4cc(-c5ccncc5)nc4s3)c2c1 | 99 | 65 | 103 | 78 | 79 | 74 | 64 | 48 | 47
COc1ccccc1/C=N\NC(=S)Nc1ccc(F)cc1 | 84 | 47 | 66 | 51 | 37 | 89 | 69 | 51 | 92
COc1ccccc1OCCOc1ccccc1OC | 102 | 113 | 96 | 102 | 109 | 108 | 111 | 106 | 108
O=C(CCNC(=O)c1nc(-c2ccccc2)n(-c2ccc(Cl)cc2)n1)NO | 99 | 90 | 93 | 94 | 106 | 102 | 94 | 104 | 95
CC(N)C(c1ccccc1)c1ccccc1 (centres undefined) | 98 | 100 | 102 | 113 | 102 | 100 | 99 | 103 | 97
CC(C)Cn1c(O)c(N=Nc2nc(-c3cc4ccccc4oc3=O)cs2)c2ccccc21 | 104 | 114 | 113 | 111 | 111 | 94 | 110 | 99 | 129
Cc1cc(-c2nc3ccccc3s2)ccc1NC(=O)COc1ccc(Cl)cc1 | 84 | 101 | 92 | 118 | 106 | x | 77 | 93 | 110
CN(C)c1ccc(/C=c2\sc(=C(C#N)C#N)[nH]c2=O)cc1 | 98 | 100 | 107 | 116 | 102 | 84 | 106 | 78 | x
CC(=O)NC1C(Nc2ccc(S(=O)(=O)NC(C)=O)cc2)OC(CO)C(O)C1O (centres undefined) | 89 | 97 | 95 | 105 | 110 | 111 | 97 | 105 | 118
CCCC(=O)Oc1ccc(/C(=C(/C)Cc2cccc(OC)c2)c2ccc(OCCN3CCCCC3)cc2)cc1 | 93 | 26 | 104 | 97 | 90 | 103 | 75 | 45 | 95
C=C1CC[C@H]2[C@@](C)(CCC3OC(c4ccc(OCc5cn(C6CC(OC(C)=O)C(OC(C)=O)C(COC(C)=O)O6)nn5)cc4)OC[C@]32C)[C@@H]1/C=C/C1=CCOC1=O (some centres undefined) | 95 | 84 | 100 | 86 | 96 | 88 | 48 | 77 | 82
O=C(Cn1cc(COc2ccc(Br)cc2)nn1)Nc1nc2ccccc2s1 | 93 | 97 | 101 | 105 | 95 | 95 | 100 | 104 | 113
Oc1ccc(CNC2CCCCC2)cc1 | 103 | 106 | 114 | 101 | 94 | 103 | 99 | 113 | 106
CC1CCC(=O)N1C (centres undefined) | x | 109 | 100 | 107 | 105 | 101 | 120 | 104 | 113
CCCS(=O)(=O)N1CCCC(C(=O)Nc2nc3ccc(NC(=O)c4ccc(F)c(OC)c4F)cc3s2)C1 (centres undefined) | 64 | 54 | 72 | 41 | 82 | 64 | 31 | 37 | 32
N#Cc1c(-c2ccccc2)nc(=S)[nH]c1Cl | 67 | 111 | 109 | 111 | 95 | 101 | 109 | 93 | 107
CN(C)c1ccc(/C=N/NC(=O)COc2cc(=O)n(C)c3ccccc23)cc1 | 77 | 108 | 116 | 109 | 104 | 88 | 101 | 104 | x
O=c1[nH]c(=O)n(C2C[C@H](O)[C@@H](CO)O2)cc1C(F)(F)F (some centres undefined) | 94 | 103 | 108 | 115 | 114 | 119 | 106 | 107 | 113
N#Cc1c(-c2cccc(Cl)c2)nn(CC(=O)N2CCOCC2)c1N | 89 | 109 | 102 | 106 | 104 | 96 | 100 | 101 | 116
CC(C)(C)CC(C)(C)c1ccc(C(=O)O)cc1 | 95 | 107 | 100 | 99 | 100 | 96 | 105 | 96 | 106
CCOC(=O)c1cnn(CC(C)O)c1NC(=O)NCc1cccc(F)c1 (centres undefined) | 104 | 84 | 95 | 106 | 102 | 107 | 84 | 107 | 118
CC(O)(Cc1ccccn1)Cc1ccccn1 | 92 | 101 | 106 | 106 | 102 | 100 | 101 | 108 | 108
COc1cc(/C=C/C(=O)c2ccc(NC(=O)CSc3nnc(-c4ccc(Cl)cc4)n3-c3ccccc3)cc2)cc(OC)c1OC | 62 | 75 | 76 | 68 | 68 | 76 | 7.2* | 50 | 80
CC(=O)OCCN1CCN(C(C)=O)CC1 | 109 | 105 | 104 | 111 | 106 | 110 | 102 | 113 | 110

Grouped by structure: those above containing a cyano group.
molecule | SNB-75 | HT29 | HCC-2998 | KM12 | SW-620 | SNB-19 | HCT-116 | HCT-15 | COLO 205
CCNCCNc1cc(-c2ccc(F)cc2)c(C#N)c2nc3ccccc3n12 | 48 | 17 | 54 | 66 | 11 | 79 | 25 | 24 | x
COC(=O)C(CCC#N)(CCC#N)C(C)=O | 101&100 | 99&113 | 111&99 | 108&105 | 108&118 | 108&116 | 102&108 | 110&116 | 113&104
CCn1cc(C(=O)O)c(=O)c2cc(F)c(N3CCN(C(=O)CSc4nc(-c5ccc(OC)cc5)c(C#N)c(=O)[nH]4)CC3)cc21 | 94 | 92 | 103 | 98 | 101 | 95 | 90 | 107 | 105
COc1ccc(-c2cc(-c3cccnc3)[nH]c(=O)c2C#N)cc1 | 77 | 98 | 102 | 100 | 100 | 96 | 102 | 102 | 108
CN(C)c1ccc(/C=c2\sc(=C(C#N)C#N)[nH]c2=O)cc1 | 98 | 100 | 107 | 116 | 102 | 84 | 106 | 78 | x
N#Cc1c(-c2ccccc2)nc(=S)[nH]c1Cl | 67 | 111 | 109 | 111 | 95 | 101 | 109 | 93 | 107
N#Cc1c(-c2cccc(Cl)c2)nn(CC(=O)N2CCOCC2)c1N | 89 | 109 | 102 | 106 | 104 | 96 | 100 | 101 | 116

High-throughput results from PubChem BioAssay.

An unsorted share of the library; any-hit rate near 10%.
